# Tau fluor counter = counter-screen for tau fibril formation inhibitors; tau K18 P301L Alexa594 fluorescence, heparin fibrillization; Potency, µM (doses to about 57.7 µM), for the others: top-dose activity change, negative = decrease; 280,000 compounds, 0.93% hits; also: potency is read from the fitted curve at half-maximal effect; % is scaled to controls: 0 for no effect and ±100 for the full control effect; nearly all actives have a fitted effect of over 55% in size
#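 Human tau K18 P301L (15 uM unlabeled, 0.24 uM Alexa 594-labeled) in 100 mM sodium acetate pH 7 with 20 uM heparin, 6 hr at 37 C. ThT 30 uM added, 1 hr ambient; Alexa 594 FP and total fluorescence read at 555/632 nm.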
# GLA spleen mod = inhibitors or activators of human alpha-galactosidase in spleen homogenate; P06280; human spleen homogenate, 4MU-alpha-Gal fluorescence, 40 min; Potency, µM (titrated, usually from 80 µM), for inactives: at the top dose activity change, negative = inhibition, most hits filed as inhibitors; 240,000 compounds, 0.008% hits; AID 2107;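 also: potency is read from the fitted curve at half-maximal effect; 0% = enzyme with vehicle and -100% = no enzyme basal signal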
# Target sequence (P06280 32-429 limits assumed): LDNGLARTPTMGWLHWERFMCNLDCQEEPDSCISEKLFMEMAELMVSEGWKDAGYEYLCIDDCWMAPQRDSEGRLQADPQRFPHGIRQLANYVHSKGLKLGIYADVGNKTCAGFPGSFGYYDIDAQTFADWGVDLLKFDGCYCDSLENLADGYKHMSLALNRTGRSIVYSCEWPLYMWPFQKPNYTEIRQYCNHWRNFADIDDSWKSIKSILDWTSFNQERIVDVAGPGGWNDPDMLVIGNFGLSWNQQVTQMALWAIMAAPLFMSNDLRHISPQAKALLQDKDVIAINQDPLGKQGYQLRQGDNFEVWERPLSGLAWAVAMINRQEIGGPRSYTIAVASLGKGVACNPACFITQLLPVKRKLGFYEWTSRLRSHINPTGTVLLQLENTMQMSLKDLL
#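 qHTS titration in buffer at pH 5.0. Alpha-galactosidase activity in spleen homogenate was measured via 4-methylumbelliferone release from 1 mM fluorogenic substrate after 40 min at 37C and a pH 10 stop. AC50 came from Hill fits of control-normalized data.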
# Tau FP inhib = inhibitors of human tau fibril formation. P10636. K18 P301L tau heparin fibrillization, Alexa594 FP, 6 h. Potency, µM (titrated, usually from 57.7 µM), for inactives: at the top dose activity, negative = inhibition, usual class: inhibitors. 280,000 compounds, 0.39% hits. AID 1468; also: potency is read from the fitted curve at half-maximal effect; % is scaled to controls: 0 for no effect and ±100 for the full control effect; nearly all actives have a fitted effect of over 55% in size
# Target sequence (P10636 561-689 P618L limits assumed): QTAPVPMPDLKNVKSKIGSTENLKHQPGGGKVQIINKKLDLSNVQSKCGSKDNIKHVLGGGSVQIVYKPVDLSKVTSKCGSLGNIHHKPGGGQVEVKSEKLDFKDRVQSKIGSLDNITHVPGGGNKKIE
#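 Heparin (20 uM) drove fibril formation of recombinant tau K18 P301L, 15 uM unlabeled with 0.24 uM Alexa 594 label, for 6 hr at 37 C in 100 mM sodium acetate pH 7. Fluorescence polarization (555/632 nm) read 1 hr after 30 uM ThT.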
# TexasRed fluor = alters Texas Red total fluorescence, flagging assay interference. TRb/SRC2 Texas Red total fluorescence interference. Potency, µM (highest dose often 106 µM), for inactives: at the top dose fluorescence change, negative = quenching. 280,000 compounds, 0.29% hits. AID 1479; active = well fitted curve in either direction with a large enough effect; inconclusive = small, poorly fitted or top-dose-only effect; also: potency is read from the fitted curve at half-maximal effect; % is scaled to controls: 0 for no effect and ±100 for the full control effect
#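 Flags fluorescent or light-absorbing compounds by total fluorescence, S + 2P, at 555 nm excitation and 632 nm emission. Mixture: 20 nM Texas Red SRC2 peptide, 0.6 uM human TRb LBD, 1 uM T3, 5% DMSO; compound exposure 5 h at ambient temperature.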
# TRb-SRC2 inh = inhibitors of human thyroid hormone receptor beta-SRC2 interaction; P10828; TRbeta-SRC2 peptide binding, fluorescence polarization; receptor liganded with 1 µM T3; Potency, µM (series often up to 106 µM), for inactives: at the highest dose activity change, negative = inhibition, hits mostly inhibitors; 280,000 compounds, 0.065% hits; AID 1469;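 also: potency is read from the fitted curve at half-maximal effect; plate controls were bound peptide for no effect and peptide without receptor for full effect; nearly all actives have a fitted effect of over 50% in size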
#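 Assay buffer: 20 mM Tris-HCl, 100 mM NaCl, 10% glycerol, 1 mM EDTA, 0.01% NP-40, 1 mM DTT, 1 uM T3, 5% DMSO; TRb LBD 0.6 uM, Texas Red SRC2 20 nM; FP after 5 hr.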
# CBFb-RUNX1 inh = inhibitors of human CBF-beta and RUNX1 interaction; AlphaScreen CBFb-His/RUNX1-biotin binding, biochemical; Potency, µM (titrated, usually from 59.8 µM), inactives show top-dose activity, negative = inhibition, most hits filed as inhibitors; 230,000 tested, under 10 active; AID 1477; also: % of control where 0% means no effect
#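 Bead-based AlphaScreen assay; binding partners His-tagged CBF-beta and biotinylated RUNX1 at 30 nM each. Compound exposure 15 min after a 20-min protein preincubation; bead step 90 min; all steps at room temperature.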
# Epigenetic derep = derepresses silenced GFP reporter in murine cells | murine LDR cells, GFP reporter derepression, 30 h | Potency, µM (doses to about 53.9 µM), without a hit: at the highest dose GFP activation, hits mostly activators | 280,000 compounds, 0.2% hits | AID 1865; also: potency is read from the fitted curve at half-maximal effect; % of control where 0% means no effect; nearly all actives have a fitted effect of over 60% in size
#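 GFP-positive cell count by laser-scanning cytometry (objects 20–120 um) after 30 h, 37 C compound exposure of murine LDR cells; reporter is CMV-GFP integrated at a silenced locus, inducible by HDAC or DNMT inhibitors.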
# NPSR antagonist = blocks cAMP signaling of the human neuropeptide S receptor | Q6W5P4 | 220,000 compounds, 1% hits | CHO-NPSR cells, cAMP TR-FRET, antagonist mode | AID 1461 | Potency, µM (titrated, usually from 38.3 µM), without a hit: at the top dose activity change, negative = inhibition, usual class: inhibitors; also: potency is read from the fitted curve at half-maximal effect; % is scaled to controls: 0 for no effect and ±100 for the full control effect; nearly all actives have a fitted effect of over 50% in size; many of its hits are not listed in these tables
# Target sequence (Q6W5P4 whole entry, looked up): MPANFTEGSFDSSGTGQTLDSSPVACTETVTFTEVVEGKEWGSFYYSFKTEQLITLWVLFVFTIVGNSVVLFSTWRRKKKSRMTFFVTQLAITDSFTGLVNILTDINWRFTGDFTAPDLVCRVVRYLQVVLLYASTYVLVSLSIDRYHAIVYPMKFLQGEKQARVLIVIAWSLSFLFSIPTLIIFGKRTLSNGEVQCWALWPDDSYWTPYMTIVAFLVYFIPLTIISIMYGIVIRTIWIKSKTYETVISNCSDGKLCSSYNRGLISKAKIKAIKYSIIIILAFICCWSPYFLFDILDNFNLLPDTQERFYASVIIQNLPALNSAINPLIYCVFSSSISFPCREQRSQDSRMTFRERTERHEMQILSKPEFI
# Starred values were filed as active, the others as inactive; ? = inconclusive; / = not tested or not shown; [ ] = another dose, or the depositor's remark. Unless noted, calls follow the shape of the dose curve; as a rule, active = well fitted curve in the direction sought with a large enough effect; inconclusive = small, poorly fitted or top-dose-only effect, or another doubt; inactive = no such curve, though single readings can be large; an effect the other way counts as inactive or inconclusive.
smiles | Tau fluor counter | GLA spleen mod | Tau FP inhib | TexasRed fluor | TRb-SRC2 inh | CBFb-RUNX1 inh | Epigenetic derep | NPSR antagonist
Cc1ccc(S(=O)(=O)NN2C(=O)c3ccccc3NC2c2cccc(O)c2)cc1 (stereo not given) | -20% | -7% | 2% | 0% | -2% | 5% | -2.8% | -30%
Cc1ccc(-n2c(SCC(=O)NCC3CCCO3)nc3n[nH]c(C)c3c2=N)cc1Cl (stereo not given) | -16% | -2% | -4% | -1% | -7% | 4% | 0.0% | -21%[46.1 µM]
CO[C@H]1COC(=O)C/C=C\[C@H](C)[C@@H](OC)COC(=O)C/C=C\[C@@H]1C | -28%[11.6 µM] | -4%[17.5 µM] | ? | 3%[11.2 µM] | -7%[11.2 µM] | 7%[13.1 µM] | 1.1%[10.1 µM] | /
COc1cc(-c2cc(C(=O)Nc3ccccc3N3CCOCC3)c3ccccc3n2)cc(OC)c1OC | -15% | -1% | 4% | -3% | -2% | -2% | -1.3% | 1%
Cc1nnc(C)c2c(C)n(-c3ccc4ncccc4c3)c(C)c12 | -3% | -4% | -1% | 5% | 1% | -8% | -1.1% | -57%
Cc1ccc(-c2cc(-c3nnc(SCC(=O)NCC(C)C)n3N)c3ccccc3n2)cc1 | -24% | -2% | 2% | 2% | 6% | 3% | 1.9% | -18%[46.1 µM]
Cc1cc(C)cc(NC(=O)CCc2nnc3n(CC(C)C)c(=O)c4ccccc4n23)c1 | -6% | / | -1% | 0% | -6% | / | 1.4% | /
Nc1ncnc(Sc2ccccc2)c1[N+](=O)[O-] | ? | 1% | -4% | -4% | 4% | 0% | -2.2% | -4%
CCc1ccc(NCc2cc3cc4c(cc3n(CC(=O)Nc3ccccc3C)c2=O)OCCO4)cc1 | ? | / | 8% | -1% | -2% | / | 5.7% | /
COC(=O)C1=C[C@@H](C(=O)OC)C2C3=C(C(=O)[C@@]2(C)NC(=O)c2ccccc2)[C@H](c2ccccc2)n2c(=O)n(-c4ccccc4)c(=O)n2[C@@H]3C1 (stereo not given in full) | / | -3% | / | -1% | 0% | 1% | / | /
C1=Nc2c(Nc3ccccc3)ncnc2Oc2ccccc21 | -20% | -5% | 7% | -3% | -5% | -20% | -1.0% | -14%[46.1 µM]
O=C(Cc1cccc2ccccc12)Nc1nc2ccccc2[nH]1 | 2% | -3% | 0% | -1% | -2% | -2% | -6.6% | -11%[46.1 µM]
CCOC(=O)CN(C#N)c1nc(N(C)C)nc(N(C)C)n1 | -4% | -5% | -5% | -1% | -3% | 2% | -0.3% | -7%
CCCNC(=O)C1CN(S(=O)(=O)c2ccccc2)CCN1S(=O)(=O)c1ccccc1 (stereo not given) | 0% | 10% | 3% | -5% | 0% | 5% | 0.0% | -20%[46.1 µM]
O=C(NCc1ccccc1)c1cc2sccc2n1Cc1ccc(F)cc1 | -19% | / | -7% | 0% | -9% | / | 6.7% | /
Cc1cc(C)c(NC(=S)N2CCC(N(C)CC3CCCO3)CC2)c(C)c1 (stereo not given) | -3% | 1% | 1% | -3% | -3% | 3% | -0.1% | -1%[46.1 µM]
CSC1=C(C#N)C(C)C2=C(CC(C)(C)CC2=O)N1 (stereo not given) | -8% | 8% | -1% | -2% | -11% | 7% | -1.0% | -15%[46.1 µM]
O=C(c1cccc(COc2cccc3ccccc23)c1)N1CCCC1 | -10% | -5% | 1% | -3% | 12% | -5% | -0.8% | -10%[46.1 µM]
CCC(=O)N1COC[C@@H]1Cc1ccccc1 | 19% | 5% | 7% | -2% | 6% | 4% | -1.1% | 13%
Cc1cccc2nc(-c3cccc(NC(=O)Cc4ccccc4)c3)cn12 | -30% | -9% | 11% | -3% | 0% | -7% | 3.2% | 0%
Cc1cc(NS(=O)(=O)c2ccc3oc(=O)c4ncn(C)c4c3c2)ccc1Br | -24% | / | -5% | -8% | 3% | / | 0.8% | /
C=C(C)CNC(=S)NNC(=O)CCn1c2ccc(Cl)cc2c2cc(Cl)ccc21 | ? | -3% | ? | 5% | -6% | -3% | 0.0% | -37%
C=C(C)C(=O)/C=C/c1ccc(Br)cc1 | -3% | -2% | -17% | -1% | 6% | 11% | ? | /
CCCc1ccc(OC(=O)c2ccc(O)cc2Cl)cc1 | ? | 4% | 28µM* | -5% | 4% | 7% | 1.1% | -44%
O=C(NNC(=O)c1ccccc1Br)c1ccc(SCC2CCCO2)c([N+](=O)[O-])c1 (stereo not given) | -14% | 6% | -1% | 1% | 4% | 0% | 0.0% | -7%[46.1 µM]
O=C(NN1CCOCC1)c1ccc(S(=O)(=O)N2CCCCC2)cc1 | 6% | 4% | 4% | 3% | 13% | -2% | -0.4% | 15%
CCOc1ccc(NC(=O)c2c(Nc3ccccc3C)sc(C(=O)c3ccc(Cl)cc3)c2N)cc1 | ? | / | 3% | 2% | 6% | / | -2.4% | /
CCCNC(=O)c1cc(-c2ccc(OC)cc2)on1 | -5% | 1% | 5% | -1% | 2% | 5% | 1.0% | -4%[46.1 µM]
CCOC(=O)c1sc(NC(=O)/C=C/c2cnn(C)c2C)c(C(=O)OCC)c1C | -11% | 8% | -2% | 0% | 11% | 6% | -2.2% | 2%[46.1 µM]
COc1ccc(/C=N/c2c(-c3ccc(OC)cc3)nc3n2CCS3)cc1 | ? | 1% | -4% | -5% | -1% | 2% | -1.0% | ?
Cc1ccc(NC(=O)COC(=O)c2ccn(C)n2)cc1 | 1% | -15% | -2% | -7% | 1% | 7% | -0.9% | 6%[46.1 µM]
Cc1ccc(-c2nc3ccccc3[nH]2)s1 | -5% | -3% | -8% | 1% | -4% | 4% | -1.3% | -3%[46.1 µM]
Cc1cc(C)c(N(C(=O)CN2C(=O)c3ccccc3S2(=O)=O)C(C(=O)NCC2CCCO2)c2ccc(F)cc2)c(C)c1 (stereo not given) | -11% | -16% | -7% | -1% | -7% | 8% | 0.0% | -5%
Cc1cccc(-n2c(-c3csc(C(C)C)c3)n[nH]c2=S)c1 | -19% | 2% | 0% | -3% | -17% | -8% | -1.0% | -26%[46.1 µM]
O=C(Nc1ccc2c(c1)OCO2)C1CCCN1C(=O)Nc1cccc(F)c1 (stereo not given) | 1% | 8% | 3% | -6% | -4% | -4% | -1.1% | ?
Clc1ccccc1OCc1nc(-c2ccncc2)no1 | -15% | -17% | -3% | 0% | 3% | 5% | -1.1% | -13%[46.1 µM]
O=C(NC1CCCC1)C(c1ccncc1)N(Cc1cccs1)C(=O)c1csnn1 (stereo not given) | ? | -6% | ? | 2% | -11% | 0% | 0.1% | -10%[46.1 µM]
CC1CCN(CCCn2c(=S)[nH]c3ccccc3c2=O)CC1 | -3% | 4% | 7% | 3% | -18% | 5% | -1.0% | -10%[46.1 µM]
Cc1cc(C)cc([N+](=O)[O-])c1 | / | -4% | / | -2% | 5% | 6%[21.7 µM] | / | /
COc1ccc(NC(=O)CN(C)S(=O)(=O)c2ccc3c(c2)OCCO3)c2ncccc12 | ? | 21% | 5% | 1% | 0% | -10% | 0.0% | ?
Cc1cc(C)c(NC(N)=S)c(C)c1 | -13% | 0% | 2% | 0% | -6% | 1% | 0.1% | -17%
N#Cc1sc(NCc2ccccc2)nc1Cl | -4% | -9% | -6% | 1% | 0% | 6% | 2.3% | -8%
Cc1cc(C)cc(NC(=O)Cn2nnc(C(=O)NCc3ccco3)c2N)c1 | -27% | / | -14% | -1% | -7% | / | 0.5% | /
Cc1onc(-c2c(F)cccc2Cl)c1C(=O)Nc1ccc(S(=O)(=O)Nc2ncccn2)cc1 | 0% | ? | -3% | 1% | -9% | 3% | 15% | -7%[7.67 µM]
Cc1ccc(C(NC(=O)NCCCN2CCOCC2)=C(Cl)Cl)cc1F | -9% | 5% | -2% | 2% | -18% | 4% | 2.2% | 5%[46.1 µM]
O=C(Cn1cnc2c(oc3ccccc32)c1=O)NCc1ccccc1 | 10% | 7% | 9% | -2% | -15% | 3% | -0.8% | 0%[46.1 µM]
Cc1nnc(N)s1 | 2% | 1% | -4% | 0% | -3% | 3% | -3.2% | 12%
O=C(Nc1ccccc1-c1nc2ccccc2s1)c1ccco1 | -27% | 0% | -9% | -3% | -16% | ? | -2.5% | 9%[46.1 µM]
CCSc1nc(O)c(Cc2ccccc2)c(=O)[nH]1 | -9% | -1% | -3% | -5% | 1% | 5% | -1.0% | -7%[46.1 µM]
COc1cccc(C2=NOC(C(=O)NCC3CCCO3)C2)c1 (stereo not given) | -4% | 3% | -6% | -3% | 2% | 9% | -1.2% | -3%[46.1 µM]

# (next part)
smiles | Tau fluor counter | GLA spleen mod | Tau FP inhib | TexasRed fluor | TRb-SRC2 inh | CBFb-RUNX1 inh | Epigenetic derep | NPSR antagonist
CC1(C(=O)NCc2ccc(Cl)c(Cl)c2)Oc2cccnc2NC1=O (stereo not given) | -3% | -9% | -4% | 0% | -5% | 16% | -3.7% | 8%
C=CCc1c(NCCO)nc(C)[nH]c1=O | 13%[2.34 µM] | 9% | 1%[2.34 µM] | -5% | 6% | 4% | 0.0% | 1%
O=C(O)c1ccc(OCc2occc2C(=O)O)cc1 | 4% | -4% | 3% | -1% | 2% | -2% | -0.7% | -15%[46.1 µM]
CCCN(CCC)CCCNC(=O)Cn1cnc2sc(C)c(S(=O)(=O)N3CCC(C)CC3)c2c1=O | -3% | / | -3% | 0% | -4% | / | -0.6% | /
Cc1ccc(CNC(=O)C2CCN(S(=O)(=O)c3ccc4c(c3)CCCN4C(=O)C3CCC3)CC2)cc1 | -12% | / | 8% | 1% | 0% | / | 1.4% | /
CC(=O)N1CCCc2cc(S(=O)(=O)N3CCC(N(C)C(C)C)CC3)ccc21 | -8% | / | -2% | 5% | -5% | / | 1.4% | /
Cc1ccc(Cl)cc1NC(=S)N(Cc1cccnc1)Cc1ccccc1Cl | -26% | 7% | 7% | 0% | 4% | 6% | 1.1% | -58%

# Screening results deposited in PubChem by National Center for Advancing Translational Sciences (NCATS).

# An excerpt, so the mix of outcomes need not match the whole.
